AmpC inh det – blocks E. coli AmpC beta-lactamase in presence of detergent | P00811 | purified AmpC, nitrocefin hydrolysis with detergent | Potency, µM (top dose mostly 28.7 µM), for the others: at the top dose activity change, negative = inhibition | 71,000 tested, 0.09% active | AID 584; active = well fitted curve in the direction sought with a large enough effect
Target sequence (P00811 whole entry, looked up): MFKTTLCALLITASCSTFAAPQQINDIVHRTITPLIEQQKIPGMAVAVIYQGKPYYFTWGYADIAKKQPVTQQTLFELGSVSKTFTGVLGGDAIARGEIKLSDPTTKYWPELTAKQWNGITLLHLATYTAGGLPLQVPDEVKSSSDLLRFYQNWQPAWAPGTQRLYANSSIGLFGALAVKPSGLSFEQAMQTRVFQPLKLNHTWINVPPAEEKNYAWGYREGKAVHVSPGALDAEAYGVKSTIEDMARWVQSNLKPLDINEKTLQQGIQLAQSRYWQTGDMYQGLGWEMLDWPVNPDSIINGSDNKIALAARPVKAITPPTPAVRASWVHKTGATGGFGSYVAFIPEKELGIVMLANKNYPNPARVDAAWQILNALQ
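E. coli AmpC (5.3 nM) in 20 mM phosphate pH 7.0 with 0.01% Triton X-100, preincubated 15 min RT with compound; nitrocefin (2 uL of 800 uM stock) hydrolysis followed by 480 nm absorbance every 20 s over 4 min.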
The depositor's hits bear a star; [ ] = dose if it differs, or a comment. % is scaled to controls: 0 for no effect and ±100 for the full control effect; potency is read from the fitted curve at half-maximal effect.

Preview (6 entries):
SMILES | AmpC inh det
CC[C@@H]1OC(=O)[C@H](C)[C@H](O[C@@H]2C[C@](C)(OC)[C@H](O)[C@H](C)O2)[C@H](C)[C@H](O[C@@H]2O[C@@H](C)C[C@@H](N(C)C)[C@@H]2O)[C@](C)(O)C[C@H](C)C(=O)[C@H](C)[C@H](O)[C@]1(C)O | 0.2%[12.8 µM]
O=C(NCCN1C(=O)CSC1=O)c1ccccc1 | -2.0%
COc1ccccc1C(=O)N1CCN(c2cccc(C(F)(F)F)c2)CC1 | -1.4%
O=C(COc1ccc(S(=O)(=O)N2CCCCC2)cc1)N1CCN(Cc2ccccc2)CC1 | -5.7%
CCN(CC)C(=O)Oc1ccc2c(=O)c(-c3ccc(OC)cc3)coc2c1 | -5.0%
CC(=O)[C@@H](C)CCO[C@@]1(C)OCC[C@@H]1C | -1.3%[5.75 µM]

Main list (from the top)
SMILES | AmpC inh det
CC[C@@H]1OC(=O)[C@H](C)[C@H](O[C@@H]2C[C@](C)(OC)[C@H](O)[C@H](C)O2)[C@H](C)[C@H](O[C@@H]2O[C@@H](C)C[C@@H](N(C)C)[C@@H]2O)[C@](C)(O)C[C@H](C)C(=O)[C@H](C)[C@H](O)[C@]1(C)O | 0.2%[12.8 µM]
O=C(NCCN1C(=O)CSC1=O)c1ccccc1 | -2.0%
COc1ccccc1C(=O)N1CCN(c2cccc(C(F)(F)F)c2)CC1 | -1.4%
O=C(COc1ccc(S(=O)(=O)N2CCCCC2)cc1)N1CCN(Cc2ccccc2)CC1 | -5.7%
CCN(CC)C(=O)Oc1ccc2c(=O)c(-c3ccc(OC)cc3)coc2c1 | -5.0%
CC(=O)[C@@H](C)CCO[C@@]1(C)OCC[C@@H]1C | -1.3%[5.75 µM]
CCNC(=O)CC1SC(=Nc2ccccc2C)N(C)C1=O (stereo not given) | -0.3%
Cc1cc(-c2ccccc2C(=O)NCc2ccccc2)on1 | -1.5%
Cc1cccc(-c2noc(CCc3ccccc3)n2)c1 | 8.9%
CCN(C(=O)c1coc(=O)c2ccccc12)c1cc(OC)ccc1OC | -3.0%
CCC(=O)NCCc1cc2cc(C)c(C)cc2[nH]c1=O | -3.9%
Cc1n[nH]c(=O)nc1NCc1ccccc1Cl | 3.6%
CCCc1cc(-c2[nH]ncc2-c2ccc3c(c2)OCCCO3)c(O)cc1O | -2.8%
CCN(CC)S(=O)(=O)c1cccc(C(=O)Nc2ccc(Cl)cn2)c1 | 18.7%
Cc1nnc(SCCn2c(N3CCC(C)CC3)nc3c2c(=O)n(C)c(=O)n3C)s1 | -7.5%
Cc1ccc2[nH]c(=O)c(CN(Cc3cccs3)Cc3nnnn3CC3CCCO3)cc2c1 (stereo not given) | -5.4%
COc1ccc(NC(=O)C2CCCCN2S(=O)(=O)c2ccc(F)cc2)cc1 (stereo not given) | 11.5%
NC(CCl)=N[C@H]1CN2CCC1CC2 | -3.2%[5.75 µM]
Cc1cc(=O)oc2cc(NC(=O)C3COc4ccccc4O3)ccc12 (stereo not given) | -3.8%
CCOC(=O)Cn1nnnc1C(CC)N(Cc1cc2c(C)cc(C)cc2[nH]c1=O)C1CCCC1 (stereo not given) | -3.3%
Fc1ccccc1N1CCN(C(c2cccs2)c2nnnn2CCc2ccccc2)CC1 (stereo not given) | -3.1%
O=C(CSc1nc2ccccc2[nH]1)N1CCN(c2ccc(F)cc2)CC1 | -1.6%
ClC(Cl)C(Cl)Cl | 8.7%
O=C(NCc1ccc2c(c1)OCO2)C1CCCN1C(=O)Nc1cccc(F)c1 (stereo not given) | 13.3%
CC(C)NC(=O)Cn1cc(C#N)c2cc(Br)ccc21 | -6.5%
O=C(NCc1ccco1)c1ccc2c(c1)N(Cc1ccccc1)C(=O)CS2=O (stereo not given) | 1.9%
O=C(NC(=O)c1ccccc1)NC1(C(F)(F)F)OCCO1 | -1.7%
Cc1cnc(C(=O)OCC(=O)Nc2ccc(Oc3ccccc3)cc2)cn1 | 14.0%
CN(C)S(=O)(=O)N1CCN(c2ccc(Cl)cc2)CC1 | -2.4%
COCC(=O)N(Cc1ccccc1)c1ccccn1 | -4.3%
COc1cc(C(=O)OCC(=O)Nc2ccc3c(c2)OC(F)(F)O3)ccc1OCc1c(C)noc1C | -1.8%
CCn1c(COc2ccccc2OC)nnc1SCC#N | -1.6%
O=[N+]([O-])c1ccc(CS(=O)Cc2ccccc2)cc1 (stereo not given) | -2.9%[5.75 µM]
NC(=S)c1ccc(C(N)=S)o1 | -5.5%
COC(=O)c1ccc(S(=O)(=O)c2ccc(C(=O)OC)s2)s1 | -1.1%
CCN(CC)c1ccc(NC(=O)c2cc(OC)cc(OC)c2)c(C)c1 | -4.9%
Cc1cc(=O)n2nc(N3CCCC3C(=O)NCCCN3CC(C)CC(C)C3)sc2n1 (stereo not given) | -2.3%
Cc1cc(NC(=O)CSc2nc3ccccc3c(=O)n2Cc2ccc(F)cc2)no1 | -1.8%
CCOC(=O)C1=C(O)C(Nc2nccs2)(C(F)(F)F)N=C1C (stereo not given) | -5.0%
COc1ccc(S(=O)(=O)N2CCN(C(=O)CCC3CCCC3)CC2)cc1 | -7.0%
CC(=O)OCCNc1cc(N2CCN(C)CC2)c2noc3c2c1C(=O)c1ccccc1-3 | 5.5%
COc1ccc(-c2nnc(CSc3nc4ccccc4c(=O)n3C)o2)cc1OC | 14.3%
CCOC(=O)c1[nH]c2c(c1C)C(=O)CC(c1ccc(OC)c(OC)c1)C2 (stereo not given) | -3.0%
CCCCC(CC)CNS(=O)(=O)c1ccc2c(c1)CCN2C(=O)CCC(=O)O (stereo not given) | -3.5%
CCCCn1c(=O)c(-c2ccccc2)c(O)c2ccccc21 | 0.8%
COC(=O)[C@@]1(Cc2ccc(F)cc2)[C@H]2c3cc(C(=O)N(C)C)n(CCc4ccc(OC)c(Br)c4)c3C[C@H]2CN1C(=O)c1ccccc1 | -0.4%
O=C(O)CCn1c(C2CCCCC2)nc2ccccc21 | -4.6%
O=C(COC(=O)c1ccc(S(=O)(=O)NCc2ccco2)cc1)NCCC1=CCCCC1 | -3.2%
COc1cc(S(=O)(=O)N2CCN3CCCC3C2)ccc1-n1cnnn1 (stereo not given) | -3.9%
COCCn1nnnc1CN1C2CCCC1CC(NC(C)=O)C2 (stereo not given) | -2.6%

(list continues)
SMILES | AmpC inh det
O=c1oc2ccccc2n1CSC1=NCCS1 | -1.8%
CN1CCN(C(=O)N2c3ccccc3C=Cc3ccccc32)CC1 | 8.8%
COc1ccc(Oc2ncc3ncc(=O)n(CCC#N)c3n2)cc1 | -0.4%
O=C(CSc1nnc(-c2ccccc2)n1Cc1ccco1)Nc1ccc2c(c1)OCCO2 | -4.7%
COC(=O)[C@H]1C[C@@H]1[C@H](NC(=O)c1ccccc1)c1ccccc1 | -1.6%
CCn1c(N)c(C(=O)N2CCOCC2)sc1=S | -1.5%
O=C1C(=O)N(CCCn2ccnc2)C(c2cccnc2)/C1=C(/O)c1ccc(Cl)cc1 (stereo not given) | 4.4%
O=C(CCC(=O)c1cccs1)Nc1ccccc1F | 8.1%
CCC(=O)N1CCc2cc(S(=O)(=O)NCCN3CCCCC3CC)ccc21 (stereo not given) | 1.6%
C=CCOc1cccc(C2/C(=C(/O)c3ccc(C)cc3)C(=O)C(=O)N2CCN2CCOCC2)c1 (stereo not given) | -1.3%
C=CCn1c(CCNC(=O)c2ccccc2F)nnc1SCC(=O)Nc1nc(C)cs1 | 1.8%
COc1ccccc1-c1nccc(N2CCN(C)CC2)n1 | 9.4%
CCOc1ccccc1N1CCN(C(=O)Nc2cccc(Cl)c2)CC1 | -3.8%
Cc1cc(S(=O)(=O)N(Cc2ccc3c(c2)OCO3)CC2CCCO2)ccc1-n1cnnn1 (stereo not given) | 11.1%
CCN(CC)C(=O)C1CCCN(Cc2ccc(F)c(F)c2)C1 (stereo not given) | -3.8%
O=C(c1ccc(F)cc1)c1cc2ccccc2o1 | -1.1%
COc1ccccc1C1CC(c2ccc(F)cc2)Nc2ncnn21 (stereo not given) | -3.3%
CCc1cc2c(NCC3CCCO3)ncnc2s1 (stereo not given) | 2.2%
Cc1cccc(-n2ccnc2SCC(=O)Nc2ccc3c(c2)OCCO3)c1 | -2.1%
C=CCSc1nc2ccccc2c(=O)[nH]1 | 8.0%
CN(C)c1ccc(-c2nc(NC3CCNCC3)c3ccccc3n2)cc1 | 9.9%
CC(C)(C)OC(=O)N1CC2Cc3[nH]c(=O)ccc3C(C2)C1 (stereo not given) | -0.8%
CC(Nc1nc(N2CCN(S(C)(=O)=O)CC2)nc2ccccc12)c1ccccc1 (stereo not given) | -4.9%
O=C(O)c1cc(-c2ccccn2)n[nH]1 | -3.2%
CN(C)CCC(c1ccccc1)c1ccccn1 (stereo not given) | 7.8%
C=CCn1c(N2CCCCCC2)nc2c1c(=O)n(C)c(=O)n2C | 8.4%
CN(C)c1ccc(C2OC(=O)C3(CCCC3)C(=O)C2(C)C)cc1 (stereo not given) | -16.6%
NC(=O)[C@@H]1CCCNC1 | -1.1%[5.75 µM]
O=C(NCc1cccnc1)C1CCN(S(=O)(=O)c2cccnc2)CC1 | -3.6%
Cc1ccc(C2c3c(oc4cc(C)c(C)cc4c3=O)C(=O)N2CCCN2CCOCC2)cc1 (stereo not given) | 12.9%

Some of the entries above in a different format.
SMILES	AmpC inh det
O=C(NCc1cccnc1)C1CCN(S(=O)(=O)c2cccnc2)CC1	-3.6%
CCN(CC)C(=O)C1CCCN(Cc2ccc(F)c(F)c2)C1 (stereo not given)	-3.8%
O=C(NCc1ccc2c(c1)OCO2)C1CCCN1C(=O)Nc1cccc(F)c1 (stereo not given)	13.3%
Cc1n[nH]c(=O)nc1NCc1ccccc1Cl	3.6%

(cont.)
SMILES | AmpC inh det
O=C(Nc1cccc(F)c1)N1CC[C@@]2(CCCN(C(=O)c3csnn3)C2)C1 | 0.0%
O=C(CSc1nnc(Cc2ccccc2)o1)N1CCCc2ccccc21 | 12.1%
Cc1ccc(-n2c3c(cc(C(=O)NC4CCSC4=O)c2=O)C(=O)CC(C)(C)C3)cc1 (stereo not given) | -0.8%
CCOc1ccc(OCC)c(NC(=O)CN2CCC(NC(=O)c3cccc(F)c3)CC2)c1 | -4.6%
CCOC(=O)c1[nH]c2ccc(Br)cc2c1NC(=O)CCN1CCCCC1 | 2.0%
CCOc1ccccc1N(C(=O)CNC(=O)c1ccco1)C(C(=O)NC1CCCC1)c1cccnc1 (stereo not given) | 0.2%
CC(=O)N1C2(C=CC1(C)C(=O)NCc1cc(F)cc(C(F)(F)F)c1)CCCCC2 (stereo not given) | 14.5%
COc1ccc(C(C(=O)NC2CCCC2)N2CCc3ccccc32)cc1 (stereo not given) | 6.5%
CCN1C[C@@]2(COC)[C@H](O)C[C@H](OC)[C@@]34[C@@H]5C[C@@]6(O)[C@H](OC(=O)c7ccccc7)[C@H]5[C@@](OC(C)=O)([C@H]([C@@H](OC)[C@H]23)[C@H]14)[C@H](O)[C@@H]6OC | -0.7%
Cn1c(O)c(C=NCc2cccs2)c(=O)n(C)c1=O | -6.1%
COc1ccccc1Oc1ccc(S(=O)(=O)N2CCCC2)cc1 | -0.2%
O=C(Nc1ccc2c(c1)OCO2)C1CCN(S(=O)(=O)c2cccs2)CC1 | 10.1%
CS(=O)(=O)N1CCc2cc(C(=O)O)ccc21 | 0.1%
CC(C)(C)NC(=O)C(Cc1ccccc1)NS(=O)(=O)c1ccc2c(c1)CCC(=O)N2 (stereo not given) | 13.5%
N#CC1=C2SCN(Cc3ccco3)CN2C(=O)CC1c1c(F)cccc1Cl (stereo not given) | 9.5%
O=C(Cn1cc(C(=O)COc2ccccc2)c2ccccc21)NCc1ccco1 | -2.1%
CC1=CS/C(=C(/C#N)C(=O)N2CCCCC2)N1c1ccccc1 | -1.1%
COc1ccc(/C(O)=C2/C(=O)C(=O)N(CCN(C)C)C2c2ccc(C)cc2)cc1Cl (stereo not given) | -3.9%
CCCCCCN(C(=O)CCCCCN1C(=O)NC(c2ccc(-c3ccccc3)cc2)C(C(=O)OCc2ccccc2)=C1C)C(C)C(=O)NCCCC (stereo not given) | 14.8%
CCOC(=O)c1cc2c(=O)n3cccc(C)c3nc2n(Cc2ccccc2Cl)c1=N | -0.2%
O=C(C(c1ccccc1)c1ccccc1)N1CCOCC1 | 6.9%
Cn1cccc1Cc1nnc(SCC(=O)NCc2ccco2)n1CCc1ccccc1 | -3.5%
O=C1CC(c2ccco2)CC(O)=C1C=NCC1CCNCC1 (stereo not given) | 8.7%
CCOc1ccc(N2C(=O)CC(N3CCC(NC(=O)Nc4ccccc4)CC3)C2=O)cc1 (stereo not given) | -4.0%
CCOc1ccc(N2CC(C(=O)NCc3cccc(C)c3)CC2=O)cc1 (stereo not given) | -2.5%
CC(Cc1ccccc1)C(=O)NCCc1c[nH]c2ccccc12 (stereo not given) | 14.0%
Cc1ccccc1C1CC(=O)NC2=C1C(=O)CCC2 (stereo not given) | -7.4%
O=c1c2ccccc2nnn1CSc1nnc(COc2ccc(Cl)cc2)n1Cc1ccco1 | -4.8%
OCCN(CC#CC(O)(c1ccccc1)C1CCCC1)CCO (stereo not given) | 5.7%
COc1cc(N2CCOCC2)ncn1 | 5.7%
O=C1C2C3CCCC3=C3CCCC3C2C(=O)N1c1cccc(Cl)c1 (stereo not given) | -1.5%
COC(=O)c1ccc(C(NC(=O)OCc2ccccc2)/C(=C/[C@@H](C)C(=O)NCc2nc3ccccc3n2C)c2cccnc2)cc1 (stereo not given in full) | 1.7%
CC(=O)c1ccc(NC2c3ncccc3C(=O)N2Cc2ccc(F)cc2)cc1 (stereo not given) | 0.6%
O=C1CCC(=O)N1CN(C(=O)c1ccco1)c1ccccc1 | -1.8%

High-throughput results (PubChem BioAssay)

The list is partial; rates above refer to the full screens.
